Bioassay records (PubChem)
LGR2 inh = inhibitors of bursicon-induced LGR2 CRE-luciferase signal, primary screen, cell-based, HEK293, CRE-luciferase reporter, bursicon stimulation; Drosophila bursicon receptor LGR2 (rickets); bursicon-stimulated, 4 h; inhibition, % at 9.99 µM; 0.35% of 380,000 active; AID 720647, 2013;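 active = drop in luminescence signal, shown as inhibition above about 50% in the replicate tests, limit read from the data, passing the limit was not always enough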;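 also: agonist challenge used bursicon conditioned medium at about half maximal strength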
Casp6 inh = human caspase-6 inhibitors, primary screen, biochemical, VEID-R110 fluorescence, single point, set 2; inhibition, % at 12.5 µM; 0.53% of 350,000 active; P55212; purified caspase-6, Z-VEID-R110 cleavage fluorescence; AID 686996, 2013;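 active = mean inhibition across replicates at least about 35%, with every replicate also reaching that limit, limit read from the data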;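 also: 0% = median of neutral control wells and 100% = no fluorescence left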
Target sequence (P55212 24-179 limits assumed): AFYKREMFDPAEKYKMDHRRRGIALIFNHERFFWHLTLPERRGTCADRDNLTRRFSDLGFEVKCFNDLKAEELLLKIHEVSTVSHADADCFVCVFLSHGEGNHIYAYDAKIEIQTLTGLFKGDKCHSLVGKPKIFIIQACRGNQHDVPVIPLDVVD
Target sequence (P55212 194-293 limits assumed): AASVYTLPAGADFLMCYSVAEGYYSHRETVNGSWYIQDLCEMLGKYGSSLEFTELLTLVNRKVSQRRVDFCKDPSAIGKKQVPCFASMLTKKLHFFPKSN
miR-122 sensor = miR-122 Renilla sensor signal increase in Huh7, primary screen, miR-122 inhibitor project, cell-based, single point, plate reader. 0.3% of 340,000 active. Huh7 miR-122 Renilla luciferase sensor, 48 h; neutral wells = 0, positive control = 100. AID 602342, 2012. activation (reporter increase), % at 12.5 µM;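 active = mean replicate activation score at least 90 and every replicate individually at or above 90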;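 also: higher luciferase means less miR-122 activity so hits act as miR-122 inhibitors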
PGC1a acetyl inh = inhibitors of PGC1a acetylation signal, primary screen, cell-based, U2OS, AlphaScreen, inhibitor mode; AlphaScreen anti-acetyl-lysine; with virally co-expressed GCN5 acetyltransferase; inhibition, % at 15.6 µM; 0.17% of 350,000 active;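 active = every replicate shows inhibition of at least 40%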;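 also: 0% = neutral control wells and 100% = positive control wells; some results beyond the cut were filed as inactive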
EWS-Fli block = EWS/Fli-driven NR0B1 reporter inhibitors, primary screen, A673 cells, NR0B1 luciferase, luminescence, MLPCN library; viability-normalised; inhibition, % at 12.6 µM; 0.67% of 350,000 active;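 active = mean inhibition of at least 50% after viability correction, with every replicate also passing that limit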;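 also: firefly luciferase signal divided by Alamar Blue viability fluorescence both relative to DMSO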
Cneo AK release = Cryptococcus neoformans cell lysis inducers, primary screen, AK release luminescence, single concentration; C. neoformans lysis, adenylate kinase release luminescence, 4 h; normalised: neutral wells 0, clomiphene wells 100; lysis activity, % at 15 µM; 0.2% of 360,000 active; AID 651654, 2012;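 active = mean lysis activity across replicates of at least 80%, whatever share of replicates individually reach that level; inactive = mean lysis activity below 80%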
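Material: C. neoformans cells | Amount: Yeast cell density of 5 × 10^6 cells/mL | Medium: Fresh YPD growth medium | Dosing: Single dose | Times: Static 4 h at 37 °C with compound, 1 h detection | Detection: AK luminescence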
PAX8 inh HTS = inhibitors of PAX8-driven TPO luciferase reporter, primary screen, RMG-I cells, single concentration; AID 652154, 2013; inhibition, % at 12.6 µM; SteadyGlo, 24 h; 1.2% of 360,000 active;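 active = mean replicate inhibition at least 60% with every replicate also reaching 60%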;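 also: luciferase light reporting Pax8 driven TPO promoter activity; plate controls were median of neutral control wells for no effect and mitoxantrone controls for full effect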
FN deposit inh = inhibitors of fibronectin matrix deposition, primary screen, AH1F cells, Alexa488-fibronectin fluorescence, plate reader | AID 743247, 2014 | 0.086% of 350,000 active | inhibition, % at 12.6 µM | AH1F fibroblasts, overnight;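 active = mean inhibition across replicates of 30% or more, regardless of how many single replicates reach that level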;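 also: positive control wells lacked labelled fibronectin entirely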
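Measured by – fluorescence 485/525 nm · System – AH1F fibroblast monolayer, labelled fibronectin deposition · Amount – 10000 cells per well · Buffer or medium – serum-reduced DMEM (2% serum) · Doses – single dose, pinned · Also added – fluorescent fibronectin at 24 nM final · Schedule – 1 h cell attachment, overnight exposure to compound and label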
Active calls of the source: *; . = no result given; [ ] = remark or other dose.

Key to letters – A = LGR2 inh; B = Casp6 inh; C = miR-122 sensor; D = PGC1a acetyl inh; E = EWS-Fli block; F = Cneo AK release; G = PAX8 inh HTS; H = FN deposit inh
> CC(C)CC#Cc1ccc2c(c1)O[C@H](CN(C)Cc1ccccc1F)[C@@H](C)CN([C@@H](C)CO)S2(=O)=O
  A = 2	B = 2	C = 60[16.7 µM]	D = 12	E = -17	F = 3	G = .	H = 6
> O=S(=O)(NC1CCCCC1)c1ccc(Cl)nc1
  A = 4	B = .	C = 28	D = 2	E = .	F = -4	G = 8	H = 0
> O=C(OCC(=O)N1CCN(c2ccccc2)CC1)c1cccs1
  A = -26	B = 0	C = -3	D = 6	E = 5	F = -1	G = -30	H = .
> Cn1nccc1C(=O)N(CCN1CCCCC1)CC1CCCN(C2CCCC2)C1 (configuration not stated)
  A = -7	B = -41	C = .	D = .	E = -33	F = 5	G = -27	H = 3
> Cc1cc(C(=O)Nc2cccc3c2O[C@H](CN(C)C(=O)Nc2ccc4c(c2)OCO4)[C@H](C)CN([C@H](C)CO)C3=O)n(C)n1
  A = -6	B = 2	C = 1[16.7 µM]	D = 8	E = 8	F = -2	G = .	H = 4
> C[C@H]1CCCCO[C@H](CN(C)C(=O)CCC(F)(F)F)[C@@H](C)CN([C@@H](C)CO)C(=O)c2cc(NS(C)(=O)=O)ccc2O1
  A = 23	B = 2	C = 6[16.7 µM]	D = -4	E = 4	F = -2	G = -5	H = .
> C[C@@H]1CN([C@@H](C)CO)C(=O)Cc2cc(NS(=O)(=O)c3ccc(Cl)cc3)ccc2O[C@@H]1CN(C)C(=O)NC1CCCCC1
  A = -1	B = 3	C = 1[16.7 µM]	D = 1	E = -254	F = 3	G = 2	H = 2
> Cc1ccc2[nH]c(=O)c(CN(CC3COCCO3)C(=O)Nc3ccccc3C)cc2c1 (configuration not stated)
  A = .	B = 2	C = -15	D = .	E = 2	F = .	G = 0	H = -4
> COc1ccc(C)cc1NC(=O)c1nn(-c2ccccc2)cc1OC
  A = 5	B = 1	C = -3	D = .	E = 6	F = 2	G = 19	H = 6
> Cc1ccc(NC(=S)NNC(=O)c2nnn(-c3ccccc3)c2C)cc1
  A = -42	B = 6	C = .	D = .	E = -21	F = .	G = 41	H = 14

Three compounds from above, ordered by their value in miR-122 sensor, smallest number first:
SMILES,miR-122 sensor
Cc1ccc2[nH]c(=O)c(CN(CC3COCCO3)C(=O)Nc3ccccc3C)cc2c1 (configuration not stated),-15
O=C(OCC(=O)N1CCN(c2ccccc2)CC1)c1cccs1,-3
O=S(=O)(NC1CCCCC1)c1ccc(Cl)nc1,28

(listing goes on)
Key to letters – A = LGR2 inh; B = Casp6 inh; C = miR-122 sensor; D = PGC1a acetyl inh; E = EWS-Fli block; F = Cneo AK release; G = PAX8 inh HTS; H = FN deposit inh
> O=C(Nc1nccs1)[C@@H]1[C@@H](CO)[C@@H]2Cn3c(cccc3=O)[C@H]1N2C(=O)C1CCC1
  A = -12	B = 0	C = 27[16.7 µM]	D = .	E = -3	F = 15	G = .	H = .
> COc1ccc(-c2nnc(SC(C)C(=O)Nc3nccs3)n2Cc2ccccc2)cc1OC (configuration not stated)
  A = .	B = .	C = 2	D = -4	E = .	F = -1	G = .	H = -5
> CC(C)(C)n1nc2c(c1NC(=O)Cc1ccc(Cl)cc1)CS(=O)(=O)C2
  A = -12	B = 1	C = .	D = 8	E = .	F = -1	G = .	H = -1
> Cc1ccc(S(=O)(=O)N[C@H]2CC[C@H](CC(=O)NCc3ccccc3F)O[C@@H]2CO)cc1
  A = 18	B = -1	C = .	D = 11	E = 3	F = 0	G = 3	H = .
> COc1ccc2[nH]c(C(=O)N(C)Cc3ccccc3)c(C)c2c1
  A = -2	B = 1	C = 66	D = -10	E = -7	F = -1	G = -2	H = 1
> Cc1[nH]n(-c2ccccc2)c(=O)c1/C=N/c1nn[nH]n1
  A = -56	B = .	C = 5	D = 1	E = 5	F = .	G = 1	H = 2
> COc1ccc2c3c([nH]c2c1)[C@@H](CO)N(C(=O)C1CCCCC1)CC31CCN(Cc2nccs2)CC1
  A = 3	B = -2	C = .	D = -1	E = 17	F = .	G = 0	H = .
> COc1cc2cc(CCCOC(=O)c3cccc(Br)c3)oc(=O)c2cc1OC
  A = 6	B = .	C = -8	D = -36	E = -12	F = -1	G = -12	H = 2
> COc1ccc(N(CC(=O)NCc2ccccc2)S(=O)(=O)c2c(C)noc2C)cc1
  A = .	B = .	C = 12	D = -5	E = .	F = 0	G = .	H = -1
> CC(C)(C)Nc1nc(SCC(=O)Nc2ccccc2Cl)nc(N2CCOCC2)n1
  A = -14	B = 1	C = 0	D = -16	E = .	F = 2	G = 12	H = -1

Part of the list above in another layout.
COc1cc2cc(CCCOC(=O)c3cccc(Br)c3)oc(=O)c2cc1OC
  LGR2 inh: 6	Casp6 inh: .	miR-122 sensor: -8	PGC1a acetyl inh: -36	EWS-Fli block: -12	Cneo AK release: -1	PAX8 inh HTS: -12	FN deposit inh: 2

COc1ccc(N(CC(=O)NCc2ccccc2)S(=O)(=O)c2c(C)noc2C)cc1
  LGR2 inh: .	Casp6 inh: .	miR-122 sensor: 12	PGC1a acetyl inh: -5	EWS-Fli block: .	Cneo AK release: 0	PAX8 inh HTS: .	FN deposit inh: -1

The results go on.
Key to letters – A = LGR2 inh; B = Casp6 inh; C = miR-122 sensor; D = PGC1a acetyl inh; E = EWS-Fli block; F = Cneo AK release; G = PAX8 inh HTS; H = FN deposit inh
> C[C@@H]1CN([C@@H](C)CO)S(=O)(=O)c2ccc(-c3ccncc3)cc2O[C@@H]1CN(C)Cc1cncnc1
  A = -7	B = 1	C = 2[16.7 µM]	D = -14	E = -15	F = -3	G = -4	H = 5
> C=CCN(c1nc(C)cc(OC)n1)S(=O)(=O)c1ccc(C)cc1
  A = 6	B = -3	C = 10	D = -5	E = 2	F = -9	G = 21	H = -16
> COc1cccc(OC)c1C1=NC(C)(C)CO1
  A = -17	B = 0	C = .	D = 3	E = 11	F = 1	G = 10	H = 4
> COc1ccc(/C=C2\SC(=O)N(CCCC(=O)Nc3cc(Cl)ccc3C(=O)O)C2=O)cc1
  A = 30	B = 8	C = .	D = .	E = 85*	F = .	G = 53	H = 3
> CO[C@H]1CN(C)C(=O)c2cc(NS(=O)(=O)c3ccccc3C)ccc2OC[C@H](C)N(S(C)(=O)=O)C[C@H]1C
  A = -11	B = -1	C = 0[16.7 µM]	D = 5	E = 2	F = 1	G = 3	H = 14
> COc1ccc(C2CC(c3cccs3)n3nc(N)nc3N2)cc1 (configuration not stated)
  A = -31	B = -1	C = -5	D = 1	E = -69	F = -5	G = -63	H = 11
> COc1cccc(C(=O)NCCNC(=O)c2cnccn2)c1
  A = -10	B = 0	C = 1	D = 0	E = 1	F = -3	G = 16	H = 1
> CCN(CC(=O)Nc1ccc(C)c(S(=O)(=O)N(C)C)c1)Cc1ccccc1
  A = -2	B = -1	C = 34	D = -4	E = 4	F = -5	G = 18	H = 4
> COc1ccc(-c2nc(CS(=O)CC(=O)NCC3CCCO3)c(C)o2)cc1 (configuration not stated)
  A = -13	B = -1	C = 3	D = -5	E = 2	F = 1	G = 11	H = 17
> COc1cc(NC(=O)CCc2c(C)noc2C)c(C(=O)O)cc1OC
  A = -5	B = -32	C = -3	D = -4	E = 0	F = 11	G = 0	H = 5
> O=c1c(Cl)c(N2CCNCC2)cnn1C12CC3CC(CC(C3)C1)C2
  A = -12	B = -1	C = 3	D = -1	E = 11	F = .	G = -2	H = -3
> Cn1c(=O)c2c(SC3CCCC3)nc(C3CC3)nc2n(C)c1=O
  A = 1	B = -1	C = .	D = .	E = -2	F = -2	G = -15	H = 8
> Cc1ccccc1-c1ccc2c(c1)O[C@H](CN(C)C(=O)Nc1ccc(F)cc1)[C@@H](C)CN([C@@H](C)CO)S2(=O)=O
  A = 6	B = .	C = 24[16.7 µM]	D = -10	E = 12	F = .	G = 12	H = .
> C[C@@H]1CN([C@@H](C)CO)C(=O)c2cc(Br)cnc2O[C@@H]1CN(C)C(=O)c1ccccc1F
  A = -6	B = 1	C = 20[16.7 µM]	D = 7	E = -3	F = 57	G = .	H = 3
> CSc1ccc(NC(=O)NCCN2CCc3ccccc3C2)cc1
  A = -8	B = .	C = 0	D = -19	E = .	F = -1	G = .	H = 4
> CN1CCC(=O)N(CCOc2ccccc2)CC1
  A = -12	B = -5	C = 4	D = -14	E = -16	F = -3	G = 3	H = 2
> Cc1ccc(C)c(NC(=O)NCCN2CCCCC2)c1
  A = 3	B = -6	C = 5	D = 1	E = 10	F = 1	G = 4	H = 5
> Cc1ccc(S(=O)(=O)N2CC(=NO)C2)cc1
  A = .	B = .	C = 1	D = 7	E = .	F = 2	G = 11	H = 10
> CCC(=O)N1CCCCN2[C@@H](CO)[C@H](c3ccc(-c4cccc(C#N)c4)cc3)[C@@H]2C1
  A = 13	B = 2	C = -3[16.7 µM]	D = -8	E = -11	F = -2	G = 5	H = .
> CCOc1ccccc1N1CCN(CC(O)COC2CCCc3ccccc32)CC1 (configuration not stated)
  A = 15	B = -2	C = .	D = .	E = 8	F = 4	G = 11	H = 5
> O=C(Cc1ccc(F)cc1)N1CCN(c2ccc([N+](=O)[O-])cc2)CC1
  A = 10	B = -1	C = 1	D = .	E = 20	F = -1	G = 28	H = 3
> Cc1nc2ccc(Br)cc2c(=O)n1Cc1cccs1
  A = -18	B = 1	C = .	D = .	E = 8	F = .	G = -1	H = -1
> COc1ccccc1NC(=O)c1ccc(NC(=O)COC(=O)c2cccnc2Cl)cc1
  A = -22	B = 1	C = .	D = .	E = -3	F = .	G = -11	H = 0
> CCOC(=O)C(=O)Nc1nc(-c2ccccc2)c(CC)s1
  A = .	B = .	C = -5	D = -4	E = .	F = 1	G = 14	H = 1
> O=C(COC(=O)COc1cccc(F)c1)Nc1nc2ccccc2s1
  A = 22	B = -1	C = -7	D = -8	E = -6	F = 0	G = -17	H = -2
> COc1ccc(C2c3cc4c(cc3OC(NNC(N)=O)C2C)OCO4)cc1 (configuration not stated)
  A = 6	B = 0	C = 2	D = -4	E = 50*	F = .	G = .	H = -6
> Cn1c(C(=O)NCCCN2CCN(c3ccccc3F)CC2)cc2c(=O)n(C)c3ccccc3c21
  A = -10	B = -3	C = -2	D = 1	E = 4	F = 2	G = 13	H = 0
> O=Cc1c(F)cccc1N1CCCC1
  A = .	B = -1	C = 4	D = .	E = 0	F = -1	G = 2	H = -8
> O=C(Nc1ccccc1N1CCCC1)C1=COCCO1
  A = -1	B = -137	C = -8	D = 9	E = 6	F = 1	G = -1	H = 0
> Cc1cccc(CCNS(=O)(=O)c2ccc(S(=O)(=O)N3CCCCC3)cc2)c1
  A = -3	B = 0	C = 37	D = 2	E = 8	F = 1	G = .	H = .
> CC(C)[C@@H](CO)NC(=O)c1ccc2c3n(nc2c1)-c1ccccc1CO3
  A = 19	B = 0	C = -2	D = 11	E = -48	F = -1	G = -32	H = 12
